MITF TRPM1 inh: MITF TRPM1 promoter inhibition in SK-MEL-5 cells; SK-MEL-5 TRPM1 promoter luciferase, 24 h; inhibition, % at 12.5 µM; 330,000 tested, 0.83% active;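 active = mean inhibition across replicates of 60% or more, whatever share of single replicates reaches that level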; note: values of inactives mirror those of a sister screen read the other way
PDI turbidity: blocks human protein disulfide isomerase activity. P07237. PDI insulin aggregation turbidity, A650, 90 min. inhibition, % at 10 µM. 350,000 tested, 0.052% active;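 active = mean inhibition across replicates of 30% or more, whatever share of single replicates reach that level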;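 note: absorbance from insulin aggregation driven by PDI reduction with DTT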
Target sequence (P07237 whole entry, looked up): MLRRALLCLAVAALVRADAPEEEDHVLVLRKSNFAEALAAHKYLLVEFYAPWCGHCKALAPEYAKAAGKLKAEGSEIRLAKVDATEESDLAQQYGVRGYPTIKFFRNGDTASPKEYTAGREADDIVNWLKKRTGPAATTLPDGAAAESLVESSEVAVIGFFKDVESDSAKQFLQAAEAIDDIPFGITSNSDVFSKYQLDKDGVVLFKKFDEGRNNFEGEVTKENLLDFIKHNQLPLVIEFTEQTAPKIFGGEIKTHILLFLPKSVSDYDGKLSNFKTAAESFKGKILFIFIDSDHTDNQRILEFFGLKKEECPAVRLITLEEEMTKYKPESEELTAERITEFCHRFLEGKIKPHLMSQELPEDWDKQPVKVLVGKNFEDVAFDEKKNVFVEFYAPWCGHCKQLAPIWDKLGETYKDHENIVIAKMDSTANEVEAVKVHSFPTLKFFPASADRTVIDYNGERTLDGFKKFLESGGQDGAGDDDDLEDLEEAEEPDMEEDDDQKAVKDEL
CaV13 FRET inh: Disruptors of the CACNA1D IQ motif to Ca2+-dependent inactivation inhibitor domain association, primary screening, Förster resonance energy transfer in intact living …; AID 743397; inhibition, % at 12.3 µM; 340,000 tested, 0.098% active; HEK cells, CFP/YFP FRET ICDI-IQ, plate reader, 10 min; percent FRET-ratio fall versus neutral wells;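 active = mean replicate inhibition of at least 30% and at least 1% of replicates passing that level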;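 note: 0% = median of the neutral control wells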
NR2E3 ag-1: human photoreceptor-specific nuclear receptor agonism; AID 602229; CHO-S Gal4-NCOR/VP16-NR2E3 two-hybrid, luciferase; inhibition of corepressor binding, % at 3.98 µM; 360,000 tested, 0.35% active; Q9Y5X4;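 active = inhibition above the mean of all tested compounds plus 3 SD, cut at about 70% in these data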;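 note: 0% = DMSO with NR2E3 transfected cells and 100% = cells lacking NR2E3 construct; higher means lower luciferase signal from less NR2E3 corepressor binding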
Target sequence (Q9Y5X4 whole entry, looked up, the tested form may be a part): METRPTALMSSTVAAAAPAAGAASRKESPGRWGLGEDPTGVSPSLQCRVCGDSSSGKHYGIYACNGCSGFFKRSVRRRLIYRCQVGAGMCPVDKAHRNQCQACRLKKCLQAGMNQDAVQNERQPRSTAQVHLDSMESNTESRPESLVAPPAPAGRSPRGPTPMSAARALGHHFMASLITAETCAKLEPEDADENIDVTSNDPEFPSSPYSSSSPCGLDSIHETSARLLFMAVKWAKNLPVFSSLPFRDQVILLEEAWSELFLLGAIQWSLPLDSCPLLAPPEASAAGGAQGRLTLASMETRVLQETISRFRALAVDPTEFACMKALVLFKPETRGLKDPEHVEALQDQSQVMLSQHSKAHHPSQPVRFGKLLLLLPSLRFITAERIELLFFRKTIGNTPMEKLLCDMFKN
iPSC survival up: increases survival of single human iPS cells; hiPSC single-cell survival, ATPlite luminescence; 100% = ROCK inhibitor wells, 0% = DMSO; survival enhancement, % at 20 µM; 360,000 tested, 0.044% active; AID 602274; in the data active = survival enhancement above about 18%;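 note: cells exposed to compounds for 16 hours before the ATP read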
NR2E3 ag-2: NR2E3 (human) agonism | Q9Y5X4 | GST-NR2E3/biotin-RetCOR TR-FRET, 1536-well | inhibition of corepressor binding, % at 4.78 µM | 320,000 tested, 0.12% active | AID 2300;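 active = percent inhibition above the cutoff of mean plus 3 SD of all tested compounds, set per screening campaign, cut at about 20% in these data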;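 note: 0% = DMSO wells and 100% = biotin wells as full block of FRET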
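Material: NR2E3–RetCOR corepressor complex / Incubation: Compound–protein incubation for 5 h at 4 °C / Dosing: compound at 4.8 µM, single dose / Detection: time-resolved FRET / Benchmarks: high control biotin, low control 0.6% DMSO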
Peg3 promoter: reduces Peg3 promoter-driven luciferase expression in HeLa; HeLa PEG-Prom luciferase reporter, luminescence, overnight; inhibition, % at 20 µM; AID 588405; 360,000 tested, 1.7% active;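 active = inhibition of at least 50% at 20 µM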
Vif imaging: HIV Vif inhibition. AID 602346. inhibition, % at 7.49 µM. 340,000 tested, 0.35% active. HEK293T cells, Vif self-association by quenched fluorescence, imaging, 24 h; in the data active = inhibition above about 50%, passing the limit was not always enough; note: some results filed as inactive read as strong as hits
Granule exo inh: blocks lytic granule exocytosis; 360,000 tested, 0.66% active; inhibition, % at 10 µM; TALL-104 LAMP-1 surface exposure, flow cytometry; cells stimulated with thapsigargin and PMA; AID 651702;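 active = inhibition above about 55%, limit read from the data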
aDG glyco up: increases alpha dystroglycan glycosylation; AID 624168; 360,000 tested, 0.22% active; activation, % at 10 µM; Pro5-aDG cells, alpha-DG glycosylation AlphaScreen (IIH6); 0% Pro5, 100% B10-LARGE cell signal;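 active = activation of at least 8% versus controls, or a plate z-score of at least 8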;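 note: Pro5 are CHO cells carrying HIG-tagged alpha-DG that lacks glycosylation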
HIF-2a inh: inhibitors of HIF-2a; 786-0 RCC cells HIF-2a reporter, luciferase luminescence, overnight; inhibition, % at 18.8 µM; 360,000 tested, 0.72% active; AID 624352;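 active = inhibition of the luminescence signal of 40% or more relative to plate controls, in a single-dose primary screen at 18.75 µM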
* marks the source's active call; other numbers are inactive results; nt = not tested or not shown.

Results follow in this order: MITF TRPM1 inh	PDI turbidity	CaV13 FRET inh	NR2E3 ag-1	iPSC survival up	NR2E3 ag-2	Peg3 promoter	Vif imaging	Granule exo inh	aDG glyco up	HIF-2a inh
> Cc1c(NS(=O)(=O)c2ccc(N)cc2)c(=O)n(-c2ccccc2)n1C
  4	1	-1	-4	-0.1	1	7	3	-5	-0.1	6
> O=C(Cn1nnc2ccccc21)c1cccc([N+](=O)[O-])c1
  2	1	-2	3	-0.2	1	-1	15	1	0.1	-12
> O=C(O)c1cn(-c2ccc(F)cc2)c2cc(Cl)c(F)cc2c1=O
  5	5	-2	-6	1.5	-1	5	-1	-1	-0.2	29
> COc1ccc(CCCC(=O)Nc2ccccc2F)cc1
  -33	-2	-18	-16	0.3	-1	-170	1	3	-0.3	-152
> COCCNC(=O)CSC1=N/C(=C/c2ccc(Cl)c(Cl)c2)C(=O)N1c1ccccc1F
  -5	-4	-5	-13	-1.9	-3	34	3	9	0.2	-22
> Cc1ccc(S(=O)(=O)CCC(=O)NCc2ccc(Cl)cc2)cc1
  -2	-2	-2	-3	0.1	-2	8	15	-4	-0.2	20
> CCCCc1ccc(-c2ccc(Br)cc2O)nc1
  -46	7	-3	-50	-1.8	0	-328	9	1	0.4	-206
> O=C(C1CCC(C(=O)N2CCCCC2)CC1)N1CCCCC1 (configuration not stated)
  9	3	-4	14	-0.6	-2	0	-11	-2	1.1	10
> N#Cc1nc(-c2ccc(F)cc2)oc1NCc1cccc2c1OCO2
  nt	-4	-6	-60	4.3	0	-60	24	16	-0.3	-115
> O=C(Nc1ccccc1)c1cccc(N2CCCC2=O)c1
  -77	2	-5	-82	-0.4	2	-144	7	-3	0.1	-181
> CC1CC(C)CN(c2nc3c(c(=O)[nH]c(=O)n3C)n2CCCSc2nc3ccccc3s2)C1 (configuration not stated)
  2	-9	-5	-9	3.5	nt	15	9	-7	0.1	31
> CCOc1ccc(CN2CCN(Cc3cccn3-c3ncccn3)CC2CCO)cc1 (configuration not stated)
  -17	-5	-5	-8	-0.9	-1	-6	-3	-2	-0.1	5
> Cc1ccc(C)c(/C=C2\CCn3c2nc2cc(C(=O)O)ccc2c3=O)c1
  -7	16	-18	15	0.9	0	28	-9	5	0.0	18
> Cc1cccnc1NC1CCCCC1
  -2	-4	0	-2	0.1	15	-7	-2	3	-0.1	-7
> Cn1c(=O)n(C)c2cc(S(=O)(=O)N3CCOCC3)ccc21
  1	-3	-5	5	-0.8	-1	-1	-1	-1	0.0	-1
> CCOC(=O)c1c(C)c2c(n1C)CCC/C2=N\O
  -33	5	-1	-6	-2.7	-1	-35	-3	0	-0.2	-17
> CCN1CCCC1CN(Cc1cc2cc(C)ccc2[nH]c1=O)C(=O)Nc1ccccc1OC (configuration not stated)
  -5	12	nt	-22	-2.6	0	9	3	4	-0.3	3
> NC(=O)c1ccccc1NS(=O)(=O)c1ccc(F)cc1
  -11	-2	-2	-26	-0.2	1	11	5	3	-0.3	15
> Cc1ccccc1NC(=O)c1cccc(C(=O)Nc2ccccc2C)n1
  1	-3	-6	-21	0.5	-2	8	8	-12	0.0	20
> Cc1cc(OCC(=O)NNC(=S)NCC2CCCO2)cc(C)c1Cl (configuration not stated)
  -18	6	-2	-26	-0.4	-2	-31	-8	0	0.1	-45
> N#CC(C(=O)OC1CCCCC1)c1nc2ccccc2nc1N1CCOCC1 (configuration not stated)
  -10	1	-4	4	0.0	1	19	nt	3	-0.4	16
> Cc1ccc(C(=O)Nc2c(-c3ccc(Cl)cc3)[nH][nH]c2=O)cc1
  nt	nt	-4	12	-2.6	nt	17	-3	1	-0.1	-2
> O=C(c1ccco1)N1CCN(C(=O)C2CC(c3ccc(Cl)cc3)=NO2)CC1 (configuration not stated)
  -1	2	nt	-14	-2.6	2	20	-1	1	0.1	21
> c1ccc(Cn2c(Nn3cnnc3)nc3ccccc32)cc1
  2	1	-2	-24	1.4	2	20	10	-2	-0.1	7
> COc1ccc2c(c1)[C@H]1[C@H](CO2)[C@H](c2ccccc2)[C@]2(C)C(=O)Nc3ccc(C)cc3C(=O)N12
  nt	1	-10	-8	2.5	nt	16	-1	31	-0.1	27
> Cc1cc(C)c(C(=O)Nc2ccc(Br)c(C(F)(F)F)c2)c(C)c1
  -8	6	-4	-15	-1.2	-5	18	-11	-1	0.5	-13
> COc1nc(-c2ccccc2)c2cc(C)ccc2n1
  2	-2	-20	9	-0.4	2	1	7	-9	0.0	17
> COc1ccccc1C(=O)OC1CCCN(C)C1 (configuration not stated)
  5	-9	-14	12	0.0	3	11	-11	-5	0.0	17
> CCCOc1ccc(/C(O)=C2/C(=O)C(=O)N(CCCn3ccnc3)C2c2cccnc2)cc1 (configuration not stated)
  nt	14	-20	-13	-0.5	3	0	0	1	0.1	17
> COc1ccccc1CNS(=O)(=O)c1ccc2c(c1)N(C(C)=O)CC(C)S2 (configuration not stated)
  6	0	-2	22	-0.2	3	15	-6	1	0.2	5

The final three entries of the part before open the next one.
Results follow in this order: MITF TRPM1 inh	PDI turbidity	CaV13 FRET inh	NR2E3 ag-1	iPSC survival up	NR2E3 ag-2	Peg3 promoter	Vif imaging	Granule exo inh	aDG glyco up	HIF-2a inh
> COc1ccccc1C(=O)OC1CCCN(C)C1 (configuration not stated)
  5	-9	-14	12	0.0	3	11	-11	-5	0.0	17
> CCCOc1ccc(/C(O)=C2/C(=O)C(=O)N(CCCn3ccnc3)C2c2cccnc2)cc1 (configuration not stated)
  nt	14	-20	-13	-0.5	3	0	0	1	0.1	17
> COc1ccccc1CNS(=O)(=O)c1ccc2c(c1)N(C(C)=O)CC(C)S2 (configuration not stated)
  6	0	-2	22	-0.2	3	15	-6	1	0.2	5
> COc1cccc(-c2nnc(SCC(=O)N3CCOCC3)o2)c1
  -40	11	nt	-28	1.2	0	-84	-4	2	0.2	-132
> CC1(C(=O)O)C=CC2(CCCCC2)N1C(=O)c1ccccc1 (configuration not stated)
  7	-4	-5	-32	-1.5	-2	-59	-3	4	-0.2	-8
> COc1ccc(S(=O)(=O)N2CCN(c3ccccc3OC)CC2)cc1C(=O)N1CCCCC1
  1	-22	-3	-12	-0.7	2	12	-1	-1	0.5	10
> O=C(O)C(Cc1ccccc1)N1C(=O)C2C3CCC(C3)C2C1=O (configuration not stated)
  nt	-3	-7	5	-1.5	nt	2	17	0	0.1	0
> CC1CCN(CC(O)Cn2c3ccccc3c3ccccc32)CC1 (configuration not stated)
  -1	-3	-3	1	-0.4	4	1	4	18	0.3	6
> NC(Cc1ccccc1)c1csc(NC(=O)Nc2ccccc2Oc2ccccc2)n1 (configuration not stated)
  nt	-4	-7	6	-4.0	nt	104*	-7	28	-0.7	20
> CC(C)C(=O)NC(=S)/C=C1/N(C)c2ccccc2C1(C)C
  22	-2	-3	21	-0.3	2	-5	-6	4	0.8	-10
> COc1ccc(N2CCN(c3ncnc4c3nnn4Cc3ccccc3Cl)CC2)cc1
  10	-9	nt	26	-3.3	-3	1	32	2	0.0	10
> COc1ccc(S(=O)(=O)Nc2c(C(=O)O)[nH]c3ccc(OC)cc23)c(OC)c1
  9	-3	-15	-3	-0.1	-1	-32	-4	3	-0.3	-28
> CCCCn1c(N)c(N(CCOC)C(=O)c2ccc(S(=O)(=O)N3CCC(C)CC3)cc2)c(=O)[nH]c1=O
  -2	1	-2	-22	-0.5	-6	-4	-4	-11	0.2	21
> CN(N)C(=S)Nc1ccc(F)cc1
  9	7	-6	2	-0.3	4	-12	-9	1	-0.1	13
> C=CCNC(=O)C1CC(=O)N(c2ccc(OCC(=O)NCc3ccccc3)cc2)C1 (configuration not stated)
  10	-5	-6	-11	5.8	1	-5	13	-1	-0.1	-4
> CCn1cc(C(=O)N[C@@H](C)C(=O)NCCCN2CCOCC2)c(=O)c2cc3c(cc21)OCO3
  -13	-10	-3	-9	0.8	1	5	-6	1	-0.4	13
> Cc1nn(-c2ccc(N3CCOCC3)nn2)c(C)c1CCC(=O)NCc1ccccc1F
  1	-3	-7	-17	-0.4	0	-7	14	0	0.0	-4
> O=C(Nc1ccc(O)cc1)/C(=C/c1ccco1)NC(=O)c1ccccc1
  5	4	-2	-4	0.1	0	-10	0	-5	0.1	-1
> CCOC(=O)C1CCN(C(=O)Nc2cc(Cl)cc(Cl)c2)CC1
  9	8	-1	-14	0.0	1	23	-10	-1	0.0	13
> CC(=O)CC(c1ccccc1)S(=O)(=O)c1ccc([N+](=O)[O-])cc1 (configuration not stated)
  8	-6	-16	-5	-0.3	4	4	-5	13	0.0	16
> O=C(NC(=O)c1cnccc1C(F)(F)F)Nc1ccccc1
  -10	6	-5	17	-0.6	-5	0	-11	-1	0.0	-14
> Cc1cc(C)n(-c2ccc(Cl)c(C(=O)O)c2)n1
  -14	27	-7	-1	-1.4	3	-5	3	-4	-0.1	17
> COc1cc(Nc2cc(C)nc3ncnn23)cc(OC)c1
  nt	nt	18	-8	-2.0	-2	12	-1	0	-0.3	-6
> CCCCCCCOC(=O)c1nc(Cl)c(Cl)c(N)c1Cl
  2	3	-5	16	-0.1	-2	11	-15	0	0.1	-16
> Cc1ccc(NC(=O)c2cc(N3C(=O)CCC3=O)ccc2N2CCCCC2)cc1
  -5	8	-4	-11	-0.9	0	5	12	0	-0.7	-3
> CCNC(=O)/C(C#N)=C/c1c(N2CCN(c3ccccc3)CC2)nc2ccccn2c1=O
  -38	0	-2	-39	0.2	nt	-100	0	5	0.1	-176
